Screening results (PubChem BioAssay)
ADAM10 inh = human ADAM10 inhibitors, primary screen, biochemical, QFRET, HTS; 0.62% of 370,000 active; recombinant ADAM10, EDANS/DABCYL FRET peptide cleavage, 3 h; Disintegrin and metalloproteinase domain-containing protein 10 (Homo sapiens), O14672; inhibition, % at 7 µM;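 active = inhibition above a per-campaign cutoff equal to the mean of compounds falling between control-based bounds plus 3 SD, cut at about 20% in these data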;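 note: 0% = DMSO wells while the 100% control is not disclosed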
DAX1 inh-1 = DAX1 (NR0B1) inhibitors, primary screen, cell-based, HEK293, Gal4-DAX1, luciferase luminescence; HEK293 Gal4-DAX1 luciferase reporter; 0.99% of 340,000 active; AID 504766, 2011; inhibition, % at 6.75 µM; Nuclear receptor subfamily 0 group B member 1 (Homo sapiens), P51843;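 active = inhibition above the mean over all tested compounds plus 3 SD, cut at about 4.2% in these data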;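 note: 0% = DAX1-transfected cells with DMSO and 100% = empty-vector control cells with DMSO; inhibition shows as a rise in luminescence from relieved DAX1 repression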
PG9 Ab binder = binders of HIV-1 gp120 antibody PG9, primary screen, biochemical, TR-FRET | TR-FRET gp120-PG9 antibody binding | inhibition, % at 6.7 µM | 0.43% of 360,000 active | AID 624416, 2012; in the data active = inhibition above about 8.5%
SMARCA2 activ = SMARCA2 (BRM) function activators, primary screen, cell-based, luminescence, high throughput. MG213 cells, MMTV-luciferase reporter, dexamethasone, overnight. activation, % at 9.1 µM. 1% of 370,000 active; in the data active = activation above about 7.8%;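 note: 0% = vehicle wells and 100% = reference activator wells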
DAX1 inh-2 = DAX1 (NR0B1) inhibitors on StAR promoter, primary screen, cell-based, luminescence, SF-1 (NR5A1), full-length DAX-1; HEK293T StAR-luciferase reporter, SF-1/DAX-1 repression relief; AID 652010, 2013; inhibition, % at 6.8 µM; 1.1% of 370,000 active;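 active = inhibition above the mean over all tested compounds plus 3 SD, cut at about 3.6% in these data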;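 note: 0% = DAX-1 cells with DMSO and 100% = cells lacking DAX-1 with DMSO; higher inhibition means more luminescence from relief of DAX-1 repression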
ADAM17 inh = ADAM17 inhibitors, primary screen, biochemical, QFRET | Disintegrin and metalloproteinase domain-containing protein 17 (Homo sapiens), P78536 | AID 720648, 2013 | inhibition, % at 6.95 µM | 0.83% of 370,000 active | recombinant ADAM17, EDANS/DABCYL FRET peptide cleavage;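 active = inhibition above the mean of compounds lying between control limits plus 3 SD, set per campaign, cut at about 8.5% in these data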;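 note: 0% = DMSO-only wells as the low control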
hcDAF12 agonist = H. contortus DAF-12 nuclear receptor activators, primary screen, cell-based, luminescence, HEK293, lit1-tk-luc reporter; HEK293 hcDAF-12 lit1-tk-luc reporter; 0% DMSO, 100% Δ7-dafachronic acid; activation, % at 6.8 µM; 1.4% of 370,000 active;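 active = activation above the mean of all tested compounds plus 3 SD, cut at about 5.5% in these data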;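 note: 100% = response to 3 µM Δ7-dafachronic acid high control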
hgDAF-12 ag = H. glycines DAF-12 receptor agonists, primary screen, cell-based, luminescence, HEK293, GAL4 fusion, UAS-luciferase. HEK293 GAL4-hgDAF12 UAS-luciferase reporter, agonist luminescence; normalized to butyrate control. AID 687014, 2013. activation, % at 6.8 µM. 1.8% of 370,000 active. Nuclear hormone receptor DAF-12 (Heterodera glycines), GAL4 fusion;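 active = activation above a cutoff set at the mean of all screened compounds plus 3 SD, cut at about 10% in these data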;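 note: 0% = DMSO wells and 100% = sodium butyrate wells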
GC-A act = GC-A stimulated cGMP production enhancers – HEK293 GC-A cells, cGMP TR-FRET, EC30 ANP, primary screen; activation, % at 10 µM; 0.14% of 370,000 active; Atrial natriuretic peptide receptor 1 (Homo sapiens), P16066; 0% at EC30 ANP, 100% saturating ANP; in the data active = activation above about 40%
Target sequence (P16066 whole entry, looked up): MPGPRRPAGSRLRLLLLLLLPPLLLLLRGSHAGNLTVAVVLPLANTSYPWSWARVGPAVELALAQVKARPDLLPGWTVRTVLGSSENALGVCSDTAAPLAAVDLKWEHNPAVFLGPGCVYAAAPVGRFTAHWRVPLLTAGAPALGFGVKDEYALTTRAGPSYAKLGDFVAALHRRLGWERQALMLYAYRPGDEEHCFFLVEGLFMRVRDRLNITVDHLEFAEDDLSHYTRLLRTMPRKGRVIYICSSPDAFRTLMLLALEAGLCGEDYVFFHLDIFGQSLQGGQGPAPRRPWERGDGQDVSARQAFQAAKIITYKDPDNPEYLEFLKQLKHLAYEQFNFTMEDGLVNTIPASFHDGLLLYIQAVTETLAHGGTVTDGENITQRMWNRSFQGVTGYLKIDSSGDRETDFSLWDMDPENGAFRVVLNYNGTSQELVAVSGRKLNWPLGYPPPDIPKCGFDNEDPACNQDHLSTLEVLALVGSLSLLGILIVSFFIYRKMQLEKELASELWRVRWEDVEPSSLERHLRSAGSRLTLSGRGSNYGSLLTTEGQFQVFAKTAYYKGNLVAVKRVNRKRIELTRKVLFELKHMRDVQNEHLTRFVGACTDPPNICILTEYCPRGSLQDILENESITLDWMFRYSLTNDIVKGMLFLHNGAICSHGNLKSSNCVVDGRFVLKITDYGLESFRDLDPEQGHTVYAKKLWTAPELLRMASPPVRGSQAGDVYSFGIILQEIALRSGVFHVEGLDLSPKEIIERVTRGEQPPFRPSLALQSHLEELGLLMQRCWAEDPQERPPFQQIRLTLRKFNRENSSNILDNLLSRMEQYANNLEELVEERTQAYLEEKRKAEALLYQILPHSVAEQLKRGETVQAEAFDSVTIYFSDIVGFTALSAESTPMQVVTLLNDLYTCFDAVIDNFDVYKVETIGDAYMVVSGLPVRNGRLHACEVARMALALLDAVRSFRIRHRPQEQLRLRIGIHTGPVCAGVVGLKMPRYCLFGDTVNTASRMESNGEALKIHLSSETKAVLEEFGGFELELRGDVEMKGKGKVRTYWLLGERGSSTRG
GAA850 FXN act = FXN promoter activators, primary screen, cell-based, luciferase luminescence, HEK293 lucGAA850; HEK293 lucGAA850 FXN promoter luciferase reporter, 24 h; percent of 10 µM SAHA response; activation, % at 6 µM; 0.56% of 360,000 active; AID 540364, 2011;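 active = activation above the average of all compounds screened plus 3 SD, cutoff fixed separately per campaign, cut at about 7.5% in these data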;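 note: 0% = DMSO wells and 100% = 10 µM SAHA wells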
ssDAF12 agonist = S. stercoralis DAF-12 nuclear receptor activators, primary screen, cell-based, luminescence, HEK293, GRIP1 co-expression, lit1-tk-luc; Nuclear hormone receptor DAF-12 (Strongyloides stercoralis); HEK293 ssDAF-12/GRIP1 lit1-tk-luc reporter; % of 3 µM dafachronic acid response; activation, % at 6.8 µM; 1% of 370,000 active; AID 652126, 2013;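 active = activation above the mean over all tested compounds plus 3 SD, cut at about 0.9% in these data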;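 note: 0% = DMSO-only wells and 100% = 3 µM delta7-dafachronic acid wells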
* marks the source's active call; other numbers are inactive results; i = inactive; / = not tested or not shown.

SMILES	ADAM10 inh	DAX1 inh-1	PG9 Ab binder	SMARCA2 activ	DAX1 inh-2	ADAM17 inh	hcDAF12 agonist	hgDAF-12 ag	GC-A act	GAA850 FXN act	ssDAF12 agonist
O=C(NC1CCCCN(Cc2cccc(C(F)(F)F)c2)C1=O)c1c(F)cccc1F (configuration not stated)	-2	/	/	-1	-0.6	-1	-2.0	-2.8	3	/	-2.0
O=C1NC(=Nc2ccc(Cl)cc2)/C(=C/c2ccco2)S1	-3	0.4	-0.9	2	-1.1	-1	-1.1	0.5	4	-0.7	-1.8
CC(=O)c1ccc2c(c1)N(Cc1ccccc1)C(=O)C(C)S2 (configuration not stated)	-16	/	0.9	-1	-0.2	-65	-0.7	1.1	-4	-0.1	-1.2
CCOC(=O)C1CCN(C(=O)CN2C(=O)C(CC)Oc3ccccc32)CC1 (configuration not stated)	6	1.6	-0.9	2	-0.1	-2	1.7	-1.1	4	1.5	-0.7
O=C(Nc1nc2c(F)cc(F)cc2s1)C1CC(=O)N(Cc2ccco2)C1 (configuration not stated)	-5	-0.2	1.2	-5	0.4	-3	0.9	-1.1	29	3.3	-1.0
COc1ccc(CNC2CC(=O)N(C)C2=O)cc1 (configuration not stated)	10	-0.8	-0.9	3	-0.8	0	-2.3	2.9	0	3.5	-0.6
CCCCN1C(=O)C(CC(=O)NCCCN(C)C)CC(C(=O)N(C(C)C)C(C)C)=C1C (configuration not stated)	2	/	-0.1	13*	1.0	-6	2.2	1.5	5	/	-0.1
COc1ccc(C)cc1NC(=O)C(OC(=O)c1cc(C)oc1C)c1ccccc1 (configuration not stated)	3	0.3	-0.2	-2	-0.8	2	-0.7	1.6	-5	3.0	-1.3
O=C(Nc1ccc(F)c(Cl)c1)[C@@H]1O[C@H](CO)[C@H](O)[C@H](O)[C@H]1O	-10	/	-0.2	-1	0.4	-3	1.0	-4.2	5	0.6	-1.1
COc1ccc(-c2coc3c(C(=O)Nc4cccc(NS(C)(=O)=O)c4)cccc23)c(C)c1	12	/	0.0	-3	-0.6	5	-4.0	-1.6	-6	-0.2	-2.2
CC1CCCCC12NC(=O)N(CC(=O)NC(=O)Nc1ccc3c(c1)OCCO3)C2=O (configuration not stated)	-1	0.6	-3.6	7	0.3	0	1.9	8.4	5	5.6	0.5
CC(C)(C)C(=O)NC1(C(F)(F)F)N=C2SCCN2C1=O (configuration not stated)	-4	0.5	0.7	0	-0.1	0	-0.9	2.8	0	0.2	-1.1
Cn1c(CN2CCOCC2)nnc1SCC(=O)Nc1nccs1	-5	1.3	0.5	1	-0.2	-3	-1.8	-0.6	5	-1.1	-0.6
Cc1ccc(-c2noc(CCC(=O)Nc3cc(C)ccn3)n2)cc1	5	-0.1	-1.4	2	0.6	-2	-0.8	-0.9	-11	-2.0	-0.9
CCCN(C(=O)Cn1ncc2c(=O)oc3ccccc3c21)c1cccc(C)c1	-5	-0.5	1.9	1	-0.8	-6	-2.5	-1.0	-8	-2.1	-1.1
O=C1CCc2ccc(NS(=O)(=O)c3ccc(F)cc3)cc2N1	-37	-0.5	0.8	-3	-0.5	-15	0.0	-3.1	0	-1.4	-0.6
CCOC(=O)Nc1nc(C)c(C(=O)c2ccc(Cl)cc2)s1	-1	0.4	10*	-4	0.0	0	-0.7	2.3	-3	-1.1	-1.4
Cc1ccc(C(=O)N/C(=C/c2ccc(-c3ccc([N+](=O)[O-])cc3)o2)C(=O)NCCCN(C)C)cc1	1	-0.5	-11	9.5*	-0.4	0	-2.7	-2.4	-3	-1.2	-0.9
CCC1(C)CC2(CCCN(CCC(O)(c3ccccc3)c3ccccc3)C2)CCO1 (configuration not stated)	9	2.0	0.9	3	0.0	-1	0.5	0.8	-5	-1.5	-2.0
CNc1nc(N2CCc3ccccc32)ncc1F	-4	4.0	0.1	3	5.1*	-4	5.8*	15*	-1	6.0	0.5
O=C(NCc1ccccn1)C1CC(=O)N(C2CCCC2)C1 (configuration not stated)	-9	0.3	-0.7	0	-0.2	-2	-1.2	0.5	-1	1.3	-1.8
O=C(Nc1ccc(S(=O)(=O)Nc2nccs2)cc1)C1CCCCC1	-4	0.8	-2.1	-2	0.1	-2	-0.5	-1.8	2	1.3	-1.0
COC(=O)c1ccc(Cn2ccc3ccc(-c4ccc5ccn(C(=O)C6CCCCC6)c5c4)cc32)cc1	-20	/	/	-1	0.0	-9	-3.3	0.9	-2	/	-0.6
CC(NC(=O)Cn1nc(-c2ccccc2)ccc1=O)c1ccccc1 (configuration not stated)	0	2.2	-0.1	0	0.7	-6	-1.2	4.6	3	1.7	-1.4
COc1ccc(OCc2nc(C#N)c(NCCCn3ccnc3)o2)cc1	-11	1.7	-0.2	0	1.0	1	-0.3	0.4	4	0.5	-1.9
COc1ccccc1N1CCN(C(=O)CN(C)S(=O)(=O)c2cc(C)ccc2OC)CC1	-3	-0.8	0.9	-4	-0.5	-4	-2.1	-1.7	0	2.9	-1.4
CCn1c(Cc2ccccc2)nnc1SCC(=O)Nc1ccc2c(c1)OCO2	2	-1.0	1.0	1	-0.7	-1	-1.0	0.6	0	-0.5	-1.1
Cc1cnc(C(=O)OCC(=O)c2csc(N3CCCCC3)n2)cn1	-8	-0.3	0.5	2	-0.1	-2	-1.5	3.8	-3	1.5	-1.0
CCc1ccc(NC(=O)c2c(C(=O)Nc3ccccc3)sc3nc(C)cc(=O)n23)cc1	-10	-0.4	3.3	1	-0.9	1	-2.0	0.0	-3	-0.9	-1.1
COC(=O)c1ccccc1NC(=O)CSc1nnc(-c2cccnc2)n1N	-4	-0.6	0.4	0	0.3	-4	-1.2	0.5	-6	1.0	-0.5
COc1ccc(-c2nc(CSCC(=O)NC3CC3)c(C)o2)cc1OC	5	-0.2	-0.3	-2	0.2	-5	-0.3	0.4	3	3.6	-0.6
CCCNC(=O)c1cccc(COc2ccccc2OC)c1	-4	-2.3	-0.3	4	2.4	-2	0.9	17*	2	5.7	-0.3
S=C(NC1CCCC1)NC1CC1	-2	0.4	-0.2	-4	1.0	-1	0.6	1.0	1	1.5	-0.8
CCn1c(=S)sc2c(=O)[nH]c(C)nc21	-1	2.3	-0.1	-1	0.3	-1	-0.2	0.8	-3	1.5	-1.1
Fc1cccc(Cl)c1CSc1nnnn1-c1ccc2c(c1)OCO2	12	-1.3	-0.8	2	-0.3	2	-2.9	-0.8	0	4.2	-2.0
O=C(COC(=O)[C@@H]1CCCN1C(=O)c1cccs1)Nc1ccc(F)cc1[N+](=O)[O-]	1	-0.6	1.8	0	-0.1	-4	-0.1	-1.9	-7	-0.2	-1.1
COc1ccc(-n2cccc2C=O)cc1	6	-0.7	-1.8	0	0.1	4	-0.9	-0.9	5	1.0	-1.7
O=C(NCc1n[nH]c(=S)n1-c1ccc(Cl)c(Cl)c1)c1ccco1	14	-0.1	-0.1	-3	-0.3	5	-1.1	-1.5	-1	1.4	-0.7
Cc1cc(C)c(S(=O)(=O)N2CCCOC2CNC(=O)C(=O)NCc2ccccn2)c(C)c1 (configuration not stated)	-4	-0.3	-1.1	1	-0.1	-5	-0.1	-1.7	-3	0.5	-1.3
CC(C(=O)c1ccc(-c2ccccc2)cc1)[n+]1cccc(C(N)=O)c1 (configuration not stated)	-2	1.7	-1.5	-1	-0.2	0	-1.5	-0.3	3	-1.1	-0.8
O=c1[nH]c2ccc(Cl)cc2c(-c2ccccc2)c1SC(=S)N1CCCCC1	15	0.2	2.9	0	-0.8	5	-0.3	-0.2	-13	1.3	-1.6
CNC(=O)COc1ncnc2scc(-c3ccc(F)cc3)c12	-12	-0.1	-0.8	1	0.4	-3	-0.1	-0.8	-2	0.5	-1.2
CCOC(=O)CSc1nnc2n(C3CCCCC3)c(=O)c3c4c(sc3n12)CCCC4	2	0.0	-2.3	2	-0.3	0	-0.9	0.3	10	2.3	-1.5
N#Cc1ccc(CSc2nnc(NC(=O)CCc3nc4ccccc4c(=O)[nH]3)s2)cc1	-8	0.8	-0.4	0	-1.2	-6	-1.2	-0.6	-3	0.9	-0.8
O=C(COc1cccc2ccccc12)NNC(=O)c1cccs1	7	-0.8	-2.5	2	-0.1	-1	-0.9	1.1	3	-0.5	-1.8
CCCNC(=O)COC(=O)/C=C/c1ccc(C)o1	-11	0.7	-2.3	-5	0.1	-6	-1.3	-0.6	-7	0.1	-0.4
Cc1ccc(C(=O)N/N=C\c2cc3c(cc2Br)OCO3)s1	-29	-1.0	0.4	7	-0.6	-15	1.5	1.3	-7	4.6	-1.4
CCOC(=O)C(NC(=O)CC)(Nc1ccc(S(=O)(=O)Nc2cc(C)on2)cc1)C(F)(F)F (configuration not stated)	0	0.3	0.7	0	0.5	-3	-1.1	0.8	4	-0.6	-0.6
CCOC(=O)C1CCCN(CC(=O)Nc2nc(-c3ccccc3)cs2)C1 (configuration not stated)	7	0.7	0.8	0	-0.1	-1	2.8	-2.1	9	0.5	-1.4
CN(C(=O)C(=O)c1cn(CC(=O)N2CCCC2)c2ccccc12)C1CCCCC1	2	0.2	-1.8	3	0.2	-2	1.3	3.1	1	2.0	-1.0
CCCOC(=O)C(C)n1cnc2scc(-c3ccc(C)cc3)c2c1=O (configuration not stated)	6	-1.4	1.2	1	0.2	1	-1.9	-1.2	-9	2.0	-1.0
COc1ccc2cc(C(=O)C3CCCN(Cc4cccc(C)n4)C3)ccc2c1 (configuration not stated)	i	-0.5	1.2	-2	-0.2	-264	-0.8	2.2	2	0.9	-1.5
O=C1CC(SC2=NCCS2)C(=O)N1c1ccc(Cl)cc1 (configuration not stated)	-1	-0.7	0.0	-1	-0.1	-3	0.1	-3.3	1	-0.4	1.4*

Structures above with a nitro group on carbon, in the order listed:
SMILES	ADAM10 inh	DAX1 inh-1	PG9 Ab binder	SMARCA2 activ	DAX1 inh-2	ADAM17 inh	hcDAF12 agonist	hgDAF-12 ag	GC-A act	GAA850 FXN act	ssDAF12 agonist
Cc1ccc(C(=O)N/C(=C/c2ccc(-c3ccc([N+](=O)[O-])cc3)o2)C(=O)NCCCN(C)C)cc1	1	-0.5	-11	9.5*	-0.4	0	-2.7	-2.4	-3	-1.2	-0.9
O=C(COC(=O)[C@@H]1CCCN1C(=O)c1cccs1)Nc1ccc(F)cc1[N+](=O)[O-]	1	-0.6	1.8	0	-0.1	-4	-0.1	-1.9	-7	-0.2	-1.1

Compounds were not picked by outcome; 6.8% or so of the library scored in one or more.
